CHOP inh: inhibitors of CHOP induction in ER stress response. CHO-K1 CHOP-promoter luciferase, tunicamycin-induced, 15-18 h. actives 3.8% (n = 220,000). inhibition, % at 10 µM. AID 2732;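 active means compounds that reduced the stress-induced luciferase reporter signal by more than about 70% of percent inhibition, limit read from the data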;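 further: 0% = tunicamycin plus vehicle and 100% = wells without tunicamycin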
Ba/F3 V617F tox: loss of viability in JAK2V617F-driven Ba/F3 cells; actives 1.1% (n = 220,000); inhibition, % at 5.6 µM; Ba/F3 EpoR-JAK2V617F viability, ATP luminescence;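 active means inhibition above the campaign mean plus 3 SD over all tested compounds, cut at about 24% in these data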;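 further: cytokine-independent growth of Ba/F3 cells driven by EpoR plus mutant JAK2; 0% = DMSO-treated cells and 100% = JAK inhibitor I control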
S1P4 agonist: agonists of human S1P4 receptor | AID 1509 | S1P4-expressing cell line, agonist reporter assay | actives 0.35% (n = 220,000) | O95977 | activation, % at 4.98 µM; in the data active means activation above about 11%;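 further: 0% = DMSO vehicle and 100% = reference agonist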
NPY-Y1 antag: blocks the human neuropeptide Y Y1 receptor; P25929; HEK293-CNG Y1 cells, membrane potential fluorescence; NPY at EC95, then isoproterenol; inhibition, % at 3.6 µM; actives 1% (n = 200,000); AID 1040;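 active means inhibition above the campaign mean inhibition of all tested compounds plus 3 SD, cut at about 20% in these data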;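 further: 0% = DMSO wells given NPY plus isoproterenol and 100% = isoproterenol alone without NPY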
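Test system – HEK293 Y1/CNG channel cell line · Also added – NPY agonist 25 nM, then isoproterenol 1 µM plus Ro 20-1724 25 µM · Compound dosing – one concentration, 3.6 µM, in 0.4% DMSO · Schedule – compound incubation 1 h at room temperature, readout 45 min post-stimulation · Technique – fluorescence, membrane potential probe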
NPY1 pot ag: potentiates or activates human NPY-Y1 receptor. P25929. NPY-Y1 expressing cells, potentiator/agonist activation. activation, % at 3.6 µM. actives 0.37% (n = 220,000); in the data active means activation above about 33%, passing the limit was not always enough;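 further: cells stimulated with NPY at EC10 then isoproterenol at EC100; 0% = low agonist plus stimulus and 100% = saturating agonist plus stimulus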
S1P4 antag: human S1P4 receptor antagonism; inhibition, % at 4.98 µM; actives 0.26% (n = 220,000); AID 1510; S1P4-expressing cells, antagonist mode, reporter read-out; in the data active means inhibition above about 29%;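 further: 0% = wells stimulated with agonist and 100% = vehicle wells without agonist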
NPY2 pot ag: potentiates or activates human NPY-Y2 receptor; cells expressing NPY-Y2, potentiator/agonist read-out; activation, % at 3.6 µM; actives 0.45% (n = 220,000); AID 1359; in the data active means activation above about 27%;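 further: cells stimulated with NPY near EC25 plus isoproterenol at EC100; 0% = vehicle plus submaximal agonist and 100% = vehicle plus saturating agonist; some results beyond the cut were filed as inactive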
Target sequence (P49146 whole entry, looked up): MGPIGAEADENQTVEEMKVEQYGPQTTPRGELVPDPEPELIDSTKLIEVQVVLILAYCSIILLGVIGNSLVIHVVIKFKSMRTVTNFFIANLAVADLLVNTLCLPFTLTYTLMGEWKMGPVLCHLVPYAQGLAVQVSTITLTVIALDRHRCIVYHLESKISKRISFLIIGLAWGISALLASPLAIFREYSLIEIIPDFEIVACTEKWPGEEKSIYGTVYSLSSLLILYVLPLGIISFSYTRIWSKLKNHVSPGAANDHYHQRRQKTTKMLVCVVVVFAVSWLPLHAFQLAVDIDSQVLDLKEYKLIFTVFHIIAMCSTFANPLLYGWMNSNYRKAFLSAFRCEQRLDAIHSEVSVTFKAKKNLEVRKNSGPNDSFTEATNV
p47phox inh: inhibitors of human p47phox binding | inhibition, % at 24.7 µM | P14598 | AID 1274 | actives 0.53% (n = 220,000) | p47phox/p22phox peptide binding, fluorescence polarization, 2 h;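 active means inhibition above about 30%, limit read from the data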;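 further: 0% = p47phox with labelled peptide and 100% = labelled peptide alone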
Target sequence (P14598 whole entry, looked up): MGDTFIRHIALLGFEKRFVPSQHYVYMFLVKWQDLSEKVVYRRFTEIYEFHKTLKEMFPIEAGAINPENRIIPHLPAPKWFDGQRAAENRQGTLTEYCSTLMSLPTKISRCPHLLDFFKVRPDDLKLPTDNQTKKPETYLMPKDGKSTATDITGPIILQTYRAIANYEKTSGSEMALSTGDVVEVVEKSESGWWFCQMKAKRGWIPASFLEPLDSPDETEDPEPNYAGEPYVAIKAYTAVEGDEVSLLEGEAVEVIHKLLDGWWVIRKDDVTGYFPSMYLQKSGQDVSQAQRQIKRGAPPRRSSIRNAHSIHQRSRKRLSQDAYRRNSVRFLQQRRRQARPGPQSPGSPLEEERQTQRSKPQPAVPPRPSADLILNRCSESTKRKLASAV
BaF3 tox: counter-screen for JAK2V617F inhibitors: parental Ba/F3 viability inhibitors | CellTiter-Glo ATP luminescence | inhibition, % at 5.6 µM | actives 1.1% (n = 220,000) | AID 1486;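 active means inhibition above a per-campaign cutoff, the mean inhibition of all tested compounds plus 3 SD, cut at about 27% in these data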;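 further: 0% = DMSO wells and 100% = JAK Inhibitor I control wells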
An asterisk follows results filed as active; x = no result given; & = joins results of further samples.

SMILES	CHOP inh	Ba/F3 V617F tox	S1P4 agonist	NPY-Y1 antag	NPY1 pot ag	S1P4 antag	NPY2 pot ag	p47phox inh	BaF3 tox
CCCOC(=O)c1cccc(NC(=O)c2cccnc2)c1	46	2	-1.7	-1	-10	-23	-4	-4	3
COc1cc(/C=N/O)c(Br)cc1OCC(=O)Nc1ccccc1C	33	-6	0.2	-2	-4	-7	0	-4	5
CCOC(=O)c1sc(NC(=O)CSc2nc3c(cc2C#N)CCCCCC3)c(C#N)c1C	72*	-1	0.1	-7	-6	1	-5	2	1
NNCCc1ccccc1	-12&2	0	0.8	4	-18	-13	-14	3	9
Cc1ccc(NC(=O)CN2CCCCC2)c2c1CC(C)(C)O2	2	4	0.0	2	-9	-1	3	1	3
CCOc1cnc(C(=O)NNC(=O)C(Br)C(C)C)o1 (stereo not given)	19	2	1.7	-3	4	-1	-18	x	5
O=C(NCCC1=CCCCC1)c1ccc(Cl)c([N+](=O)[O-])c1	-9	-5	2.2	2	6	-14	21	-3	4
CCCCn1c(NC(=S)Nc2ccccc2)nc2ccccc21	32	-3	0.1	10	-50	0	-7	-4	5
COc1cccc(NS(=O)(=O)c2c(C)n(C)c(=O)n(C)c2=O)c1	-29	-3	-1.6	1	1	-14	-6	-7	3
O=C(c1cc(S(=O)(=O)N2CCOCC2)ccc1F)N1CCCc2ccccc21	-6	4	-1.1	-7	-10	-4	-9	-8	-1
CCOC(=O)/C(C#N)=C/Nc1cc(OC)ccc1OC	26	4	-1.3	7	-8	-18	-17	-12	8
CCCNC(=O)c1noc2c1CCc1ccccc1-2	9	0	4.0	4	-6	-14	-21	-13	2
COc1ccc(CC(=O)NCc2ccco2)cc1OC	-3	3	0.6	2	-11	-16	5	-1	3
CC(C)C(c1nnnn1C1CCCCC1)N1CCCc2ccccc21 (stereo not given)	35	-1	2.4	4	-10	5	0	-21	-1
CSc1ccc(-c2c(C#N)c(N)nc3c2CCCC3)cc1	-7	1	0.4	3	-1	17	-3	-9	2
O=C(CSc1cn(Cc2ccccc2)c2ccccc12)Nc1nccs1	37	-3	-2.4	1	16	-30	22	-9	2
O=S(=O)(c1ccccc1)N1CCN(c2cc(-c3ccccc3)nc3ncnn23)CC1	62	5	0.8	0	0	-3	15	-2	7
Cc1cc([N+](=O)[O-])c(NC2CCCCC2)c([N+](=O)[O-])c1	x	3	-0.2	3	-20	-20	-1	x	2
CC(=O)Nc1ccc(N(C(=O)CNC(=O)c2ccco2)C(C(=O)NCc2ccco2)c2ccccc2)cc1 (stereo not given)	5	1	1.6	x	11	-11	2	-8	1
COc1ccc(C(=O)Nc2ccccc2C(=O)N/N=C/c2ccco2)cc1	-28	2	-1.3	-1	-11	-5	-11	-13	5
Cc1nn(-c2ccccc2)c(C)c1NC(=O)Cc1cccs1	10	4	0.4	0	-9	7	3	2	11
CCCC12CN3CC(C)(CN(C1)C3c1ccc3c(c1)OCO3)C2=O (stereo not given)	8	0	0.0	-2	-10	-6	7	0	4
O=C(NCc1ccncc1)c1ccc(Cn2cc(C(F)(F)F)ccc2=O)cc1	27	1	-4.2	4	-2	-24	-6	-2	-3
O=C(c1ccc(F)cc1)N(c1ccccn1)C1CCCCC1	38	2	3.1	4	-7	-16	1	-15	5
Cc1ccc(-c2nnc(C)c(N3CC(C)OC(C)C3)n2)cc1 (stereo not given)	13	-2	-1.7	-4	-2	-20	0	-13	1
Cc1ccc(N2CC(C(=O)Nc3ccccc3C(=O)NC3CCCCC3)CC2=O)cc1C (stereo not given)	x	-3	0.5	1	-27	-11	15	x	1
Cc1ccc(C)c(OCCOCCN2CCOCC2)c1	-20	-1	0.3	3	-15	-18	8	-4	3
CCOC(=O)N1CCN(C(=O)NC2CCCCC2)CC1	0	-2	0.7	-1	-7	1	2	-17	-1
O=C(CC1CC2CCC1C2)OCC(=O)c1c[nH]c2ccccc12 (stereo not given)	63	3	-0.5	-4	21	-14	9	-83	7
CCOC(=O)C=Nc1c(N)n(C)c(=O)n(C)c1=O	12	2	0.9	5	-4	-9	15	-1	10
O=C(CCN1C(=O)/C(=C/c2ccc3c(c2)OCO3)SC1=S)NNC(=O)c1cccnc1	41	4	-1.4	-2	-5	-1	7	20	10
O=C(COC(=O)C(Cc1ccccc1)NC(=O)c1ccc(Cl)cc1)c1ccc(Cl)cc1 (stereo not given)	30	-1	-0.5	-6	-1	-16	9	-35	6
CN1C(N)=NC(=O)/C1=C/c1ccc(F)cc1	13	-5	2.0	x	-4	1	8	-16	0
CC(=O)Nc1nonc1-c1nc2ccccc2n1N(C(C)=O)C(C)=O	4	0	0.7	2	-36	-16	3	0	3
O=C(CSc1ccccn1)N/N=C/c1cccc([N+](=O)[O-])c1	-3	-1	0.7	6	-6	-15	12	9	8
Cc1cc(/C=C(\C#N)C(=O)Nc2ccccc2)c(C)n1-c1ccc(C(=O)O)cc1	-10	-1	0.0	x	0	1	8	0	1
O=C(Nc1nc(-c2ccc(S(=O)(=O)N3CCCC3)cc2)cs1)c1cccs1	43	4	0.7	-1	8	-7	-11	-24	7
O=[N+]([O-])c1ccccc1S(=O)(=O)NCc1cccnc1	18	0	0.5	1	1	-13	-5	7	3
Cc1cc(C)n(-c2nc(C)nc(NCc3ccccc3)n2)n1	25	0	-0.3	-7	32	-7	10	-9	5
Cc1ccc(CNc2nc3ccccc3n3cnnc23)cc1	16	2	-0.4	4	-5	-20	-11	-8	10
N#CC1=C(N)OC2=C(C(=O)CC(c3ccccc3)C2)C1c1ccoc1 (stereo not given)	-25	-2	1.2	-10	-21	-18	-5	-8	3
C(/C=C/c1ccco1)=N/N1CCN(c2ccccc2)CC1	-32	1	-0.2	9	4	-6	1	-14	3
COC(=O)c1cn(NC(=O)Cc2ccc(Cl)cc2)c(=O)c2ccccc12	35	-1	-0.8	8	-30	-16	-4	-6	5
COc1ccc(CSc2cccc3cccnc23)cc1[N+](=O)[O-]	1	-2	1.3	-6	-32	-21	-4	-3	6
O=C(c1ccco1)[C@@H]1[C@@H]2C(=O)N(c3ccc(Br)cc3)C(=O)[C@@H]2C2c3ccccc3C=CN21 (stereo not given in full)	x	1	-0.6	-8	-24	1	-23	x	9

Some of these compounds in order of count of non-hydrogen atoms, high to low.
SMILES	CHOP inh	Ba/F3 V617F tox	S1P4 agonist	NPY-Y1 antag	NPY1 pot ag	S1P4 antag	NPY2 pot ag	p47phox inh	BaF3 tox
O=C(Nc1nc(-c2ccc(S(=O)(=O)N3CCCC3)cc2)cs1)c1cccs1	43	4	0.7	-1	8	-7	-11	-24	7
CC(=O)Nc1nonc1-c1nc2ccccc2n1N(C(C)=O)C(C)=O	4	0	0.7	2	-36	-16	3	0	3
CCCNC(=O)c1noc2c1CCc1ccccc1-2	9	0	4.0	4	-6	-14	-21	-13	2

Other records
SMILES	CHOP inh	Ba/F3 V617F tox	S1P4 agonist	NPY-Y1 antag	NPY1 pot ag	S1P4 antag	NPY2 pot ag	p47phox inh	BaF3 tox
Cc1ccc(SCc2cc(=O)n3[nH]c(C)nc3n2)cc1	-4	-1	4.5	8	-22	7	-7	8	6
N/C(CS(=O)(=O)c1ccc(F)cc1)=N\O	10	-2	2.1	x	18	-7	-11	-1	0
Cc1ccc(OCCN2CCN(C(=O)CCC(=O)Nc3nnc(C)s3)CC2)cc1	9	2	-0.1	-5	-13	-11	5	-9	1
CCN(CC)S(=O)(=O)c1ccc(O)c(C(=O)OCC(=O)N(C)Cc2ccccc2)c1	21	1	0.5	1	-14	-15	-3	-16	1
O=C(NCc1ccccc1)C(c1ccc(O)cc1)N(C(=O)Cn1nnc(-c2cccs2)n1)c1ccc2c(c1)OCCO2 (stereo not given)	27	-1	3.3	-3	-40	0	-14	-3	3
CCCCc1ccc(N=N/C(C(=O)Nc2ccccc2OC)=C(/C)O)cc1	47	0	0.7	0	-7	-20	-6	-14	4
COc1cc(NC(=S)NC(=O)c2cc(C)cc(C)c2)ccc1NC(=O)c1cccs1	-19	-4	3.9	9	-54	-20	-38	-14	5
CC(C)[C@H](NC(=O)OC(C)(C)C)c1nnc(SCC(=O)Nc2ccc(Br)cc2)o1	73*	0	-0.7	2	22	-4	22	7	5
CCNC(=O)CN(c1ccccc1)S(=O)(=O)c1ccc(Cl)cc1	22	0	-3.5	-2	16	-16	8	-7	7
CCOc1cc(/C=C(\C#N)C(N)=O)ccc1OCc1c(C)no[n+]1[O-]	6	-4	0.7	8	-5	4	-4	2	-4
Cc1nc2ccc(S(=O)(=O)N(C)CC(=O)N3CCc4ccccc43)cc2s1	20	3	1.3	12	-23	0	-10	-7	5
O=c1ccc(-c2n[nH]c(=S)n2-c2ccc(F)c(Cl)c2)n[nH]1	3	2	1.9	-1	-11	8	-15	-15	6
O=C(CCNC(=O)Cn1ccc2ccccc2c1=O)NCCN1CCN(c2cccc(Cl)c2)CC1	17	0	1.9	3	2	-7	16	-4	4
Cc1ccc(-c2noc(CSc3nnc(Cc4ccccc4)n3-c3ccc(Cl)cc3)n2)cc1	81*	0	-2.6	21*	-37	1	-35	-19	4
Cc1[nH][nH]c(=O)c1[C@@H](c1ccccc1[N+](=O)[O-])C(C#N)C#N	32	-1	0.4	x	21	2	5	-6	2

Part of the list above, in CSV form:
Molecule,CHOP inh,Ba/F3 V617F tox,S1P4 agonist,NPY-Y1 antag,NPY1 pot ag,S1P4 antag,NPY2 pot ag,p47phox inh,BaF3 tox
O=C(c1cc(S(=O)(=O)N2CCOCC2)ccc1F)N1CCCc2ccccc21,-6,4,-1.1,-7,-10,-4,-9,-8,-1
CCOC(=O)/C(C#N)=C/Nc1cc(OC)ccc1OC,26,4,-1.3,7,-8,-18,-17,-12,8

Going on with the list:
SMILES	CHOP inh	Ba/F3 V617F tox	S1P4 agonist	NPY-Y1 antag	NPY1 pot ag	S1P4 antag	NPY2 pot ag	p47phox inh	BaF3 tox
CCCCNC(=O)c1cc2c(=O)n3cccc(C)c3nc2n(Cc2ccccc2)c1=N	-8	4	0.9	-1	5	-11	5	-14	13
O=C(CCCc1cccs1)N1CCN(S(=O)(=O)c2ccccc2Br)CC1	-8	8	1.1	2	-15	-4	-7	-3	14
O=C(Cn1c(=O)oc2ccccc21)NCc1ccco1	5	1	1.5	-4	-6	9	15	-9	3
Cc1nc(SCc2cccc(C(=O)O)c2)nc2c1CCCC2	47	1	0.1	5	-16	-8	-13	-4	7
COc1ccc(N2CCC(CNC(=S)Nc3c(C)cccc3C)C2)cc1 (stereo not given)	19	6	-0.6	x	21	4	-15	-2	-4
CN1CC(=O)N/C1=N\C(=O)Nc1ccc2c(c1)N(C)C(=O)CS2	-5	-1	3.2	4	1	-14	13	4	4
CC1Cc2ccccc2N1C(=O)c1ccc2snnc2c1 (stereo not given)	19	-2	-1.0	3	12	-15	-6	-18	3
C/C(=N\NS(=O)(=O)c1ccc(C)c([N+](=O)[O-])c1)c1cccs1	-4	2	2.1	-2	3	3	-5	-3	9
COCCCNC(=S)N1CCN(c2ccccc2)CC1	-5	1	-0.2	3	-15	2	-13	-2	3
CCCCC1=NN2CCS(=O)(=O)N=C2S1	7	1	1.2	2	3	-12	14	-18	6
CC(C)CC(=O)Nc1ccc(C(=O)CN2CCC(C)CC2)cc1	29	1	-0.2	-4	19	-23	0	-12	3
Cc1ccc(NC(=O)C2CCCCC2C(=O)O)cc1Cl (stereo not given)	-1	-7	0.5	1	7	7	-20	-7	6
CCCC1CC(=O)OC1(C)C(=O)CSc1n[nH]c(-c2ccccc2)n1 (stereo not given)	41	-3	-0.4	3	-7	4	16	-9	0
O=C(c1ccc2c(=O)n3c(nc2c1)CCCCC3)N1CCN(C(c2ccccc2)c2ccccc2)CC1	38	4	2.0	6	-12	3	-26	-23	11
O=C(Nc1nccs1)C(=O)c1c[nH]c2ccccc12	6	1	-1.0	-4	-6	8	1	-12	5

Source: PubChem
